NOD1 NF-kB reporter: NOD1 signaling inhibitors, primary screen, cell-based, luminescence, uHTS (AID 1578); inhibition, % at 4 µM; hits with a dose series show EC50 in µM; 290,000 compounds, 1% hits; NOD1-driven NF-kB luciferase reporter cells, luminescence; higher % means a stronger effect; in the data active = inhibition mostly above about 36%, no sharp cut-off; inactive = mostly below about 34%;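 note: HEK-293T reporter cells stimulated with the NOD1 agonist gamma-tri-DAP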
KOR beta-arrestin-1: kappa opioid receptor blockers – cell-based, luminescence, uHTS (AID 1778); KOR beta-arrestin recruitment, luminescence, antagonist mode; higher % means a stronger effect; inhibition, % at 10 µM; hits with a dose series show IC50 in µM; 290,000 compounds, 0.091% hits; in the data active = inhibition above about 50%; note: strong numbers were not always called active
GPR55 beta-arrestin: GPR55 agonists via beta-arrestin recruitment, primary screen, imaging, U2OS cells, beta-arrestin-GFP redistribution (AID 1961). one-dose activation, % at 10 µM; EC50 in µM for titrated hits. U2OS GPR55 beta-arrestin-GFP redistribution imaging; higher % means a stronger effect. 290,000 compounds, 0.048% hits;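 active = activation above 40% with more than 50 cells counted in the well; inconclusive = wells holding fewer than 50 cells, flagged as toxic or sparse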;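 note: U2OS osteosarcoma cells stably expressing GPR55 and beta-arrestin-GFP; plate controls were DMSO negative control for no effect and LPI positive control for full effect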
GPR55 antagonists: inhibition of LPI-stimulated GPR55 beta-arrestin translocation – imaging, U2OS, beta-arrestin-GFP, LPI agonist, primary screen (AID 2013). inhibition, % at 10 µM; hits with a dose series show IC50 in µM. U2OS GPR55 beta-arrestin-GFP translocation imaging, LPI antagonism; higher % means a stronger effect. 290,000 compounds, 0.13% hits;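 active = spots per cell inhibited over 60%, with over 100 cells counted and total cytoplasm intensity under 500,000; inconclusive = wells with under 100 cells, flagged as likely toxic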;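 note: U2OS cells stably carrying GPR55 and arrestin-GFP stimulated by 5 µM LPI near EC80; imaged beta-arrestin-GFP aggregate spots per cell after agonist stimulation; plate controls were LPI-stimulated DMSO wells for no effect and DMSO wells without LPI for full effect; some results filed as inactive read as strong as hits; confirmed hits need IC50 under 10 µM and bright autofluorescent wells are also inconclusive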
AID2073: disruptors of CaV2.2 binding to Mint1 – biochemical, HTRF (AID 2073). HTRF protein-protein interaction, Mint1-CaV2.2; higher % means a stronger effect. inhibition, % at 20 µM, or IC50 in µM where a hit was titrated. 290,000 compounds, 0.19% hits; in the data active = inhibition mostly above about 51%, no sharp cut-off; inconclusive = no clear call, values can overlap the other calls; inactive = mostly below about 53%; note: some results filed as inactive read as strong as hits
KOR beta-arrestin-2: kappa opioid receptor activators – cell-based, luminescence, uHTS, primary screen (AID 1777); KOR beta-arrestin recruitment, luminescence; higher % means a stronger effect; activation, % at 10 µM, or EC50 in µM where a hit was titrated; 280,000 compounds, 0.02% hits; in the data active = activation above about 50%, passing the limit was not always enough; note: a part of the inactive calls stands beside numbers as strong as those of hits
GPR35 antagonists: inhibition of zaprinast-stimulated GPR35 beta-arrestin translocation – imaging, U2OS, beta-arrestin-GFP, zaprinast agonist, primary screen (AID 2058). U2OS GPR35 beta-arrestin-GFP translocation imaging, zaprinast antagonism; higher % means a stronger effect. inhibition, % at 10 µM; hits with a dose series show IC50 in µM. 290,000 compounds, 0.052% hits;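 active = inhibition of at least 50% with at least 30 cells and total cytoplasm GFP at most 10,000,000; inconclusive = under 30 cells or total GFP of 10,000,000 plus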
Siah-1 displacement: Siah-1 peptide-binding antagonists, primary screen, biochemical, fluorescence polarization, rhodamine-plectin, uHTS (AID 1817). Siah-1 / rhodamine-plectin peptide fluorescence polarization; higher % means a stronger effect. displacement, % at 20 µM, or IC50 in µM where a hit was titrated. 290,000 compounds, 0.02% hits;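 active = displacement of at least 50% at 20 µM, with a fluorescence ratio check between 0.3 and a set limit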;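 note: plate controls were Siah plus tracer with DMSO for no effect and tracer alone without Siah for full effect; strong numbers were not always called active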
HIV fusion peptide: cell-free HIV fusion peptide-binding blockers – biochemical, uHTS, fluorescence dequenching, primary screen (AID 1986) | inhibition, % at 20 µM, or IC50 in µM where a hit was titrated | cell-free peptide binding, fluorescence dequenching, 30 min; higher % means a stronger effect | 290,000 compounds, 0.3% hits; in the data active = inhibition mostly above about 52%, no sharp cut-off; inactive = mostly below about 76%; note: some results filed as inactive read as strong as hits
* hit, by the source's call; ? = inconclusive; / = not tested or not shown; [ ] = remark or other dose.

SMILES	NOD1 NF-kB reporter	KOR beta-arrestin-1	GPR55 beta-arrestin	GPR55 antagonists	AID2073	KOR beta-arrestin-2	GPR35 antagonists	Siah-1 displacement	HIV fusion peptide
CCC1(C)CC(=O)N(c2ccc(F)c(Cl)c2)C(=O)C1	-15%	-18%	0.3%	0%	-7%	1.0%	-5%	0%	1.8%
CCOC(=O)Cc1cnc(NC(=O)CSc2nc(N)cc(N)n2)s1	-24%	-36%	-0.5%	-16%	?	2.1%	-8%	-4%	-1.4%
COc1ccccc1NS(=O)(=O)c1c(C)nc2sccn2c1=O	2%	-34%[20 µM]	-0.1%	-2%	7%	-6.4%	-6%	1%	1.2%
CC1(C(=O)NCc2cccnc2)CCC(=O)N1CCc1ccccc1 (configuration not stated)	-5%	-30%	-0.4%	3%	-12%	-1.5%	6%	-2%	0.6%
C/C(=N\NC(=O)c1ccccc1C)c1ccc(NC(=O)c2cccs2)cc1	-4%	17%	-0.1%	12%	6%	-3.8%	14%	-2%	-1.2%
CCC(=O)N(CCC(c1ccco1)C(C)C)Cc1ccccc1 (configuration not stated)	0%	-19%	-0.1%	-3%	-7%	-0.9%	-19%	-9%	-0.3%
O=C(NC(Cc1ccccc1)c1ccc2c(c1)OCCCO2)c1ccc(F)cc1 (configuration not stated)	5%	8%	-0.2%	-7%	8%	3.0%	-2%	-2%	-0.1%
CCOCCn1c(CCCO)nc2ccccc21	-10%	9%	-0.2%	1%	0%	-6.0%	-15%	2%	-1.1%
O=C(NCc1ccccn1)C(=O)Nc1nc(-c2ccccc2)cs1	4%	10%	0.0%	-15%	-4%	-1.1%	-1%	4%	-2.3%
O=C(Nc1ccc(Cl)cc1)c1ccc2nsnc2c1	-38%	-33%	-0.3%	-4%	-2%	8.3%	-12%	-2%	0.8%
COc1ccc(C2=NN(c3ccc(C(=O)O)cc3)C(c3ccc(OC)c(OC)c3)C2)cc1 (configuration not stated)	-5%	11%	0.9%	5%	?	-2.1%	3%	4%	13%
O=C1OCC(c2ccc(Cl)s2)=C1c1ccccc1[N+](=O)[O-]	-11%	-23%	0.0%	-2%	-6%	-1.4%	0%	11%	0.0%
O=C(CSc1nnc(-c2ccccc2Br)o1)Nc1nncs1	2%	-32%[20 µM]	-0.1%	6%	-9%	7.7%	6%	0%	-0.6%
CCOC(=O)C1CCN(CC(=O)Nc2ccc(OC)c(Cl)c2)CC1	-38%	-26%	-0.1%	18%	-7%	-1.0%	-2%	-2%	1.2%
Cc1ccc(S(=O)(=O)N2CCOCC2)cc1C(=O)NNC(=O)c1ccoc1C	-20%	-4%	0.3%	12%	-2%	-3.2%	5%	-1%	-1.7%
CN(C)CCC1c2ccc(Cl)cc2CCc2cccnc21 (configuration not stated) (tested in a mixture with another compound)	11%	-20%	-0.1%	6%	4%	6.7%	-1%	-5%	-0.2%
CC(C)(C)CC(=O)NC(=S)N1CCCCCC1	/	-13%	-0.2%	23%	1%	-1.0%	-12%	-4%	-3.3%
Cc1ccsc1/C=N/NC(=O)CSCc1ccc(Cl)cc1	20%	-46%	0.0%	3%	-2%	0.6%	4%	2%	-2.2%
Clc1ccc(Cn2ncc3c(NCc4cccnc4)ncnc32)cc1	/	-17%	-0.1%	2%	10%	2.2%	-5%	4%	2.8%
CC(C)c1nc2sc3c(NCc4ccco4)ncnc3c2c2c1COC(C)(C)C2	64%*	-16%	-0.2%	-6%	8%	24%	-11%	-2%	-3.8%
Cc1ccc(NNC(=O)CCc2ccccc2)c(C)c1	-5%	18%	0.2%	1%	-4%	1.7%	-5%	-3%	-0.4%
O=C(CSc1nnc(-c2ccncc2)n1Cc1ccco1)Nc1cccc(O)c1	-28%	-8%	0.3%	-3%	0%	1.5%	1%	1%	-1.2%
CC(=O)c1cc2c(cc1N/C(=N/S(=O)(=O)c1ccccc1)c1ccc(Cl)cc1)OCO2	-6%	-46%	0.3%	8%	26%	-6.0%	13%	-7%	-1.2%
CCCCc1cc(=O)oc2cc(C)cc(OCC(=O)N3CCC(C(N)=O)CC3)c12	-11%	-21%[20 µM]	-0.2%	8%	34%	1.9%	2%	-9%	-0.1%
O=[N+]([O-])c1cccc(S(=O)(=O)Nc2ccc(S(=O)(=O)Nc3nccs3)cc2)c1	1%	-7%	-0.1%	42%	4%	2.1%	2%	11%	5.9%
CC1CCCCC1NC(=O)c1ccc(N2CCCC2=O)cc1 (configuration not stated)	-15%	27%	-0.3%	20%	2%	-3.1%	-18%	1%	-2.3%
CCN(C(=O)c1ccccc1)c1ccc([N+](=O)[O-])cc1	-16%	-41%	-0.5%	-2%	4%	1.6%	13%	-6%	-1.8%
CCCC(=O)N/C(N)=N/c1nc(C)c2ccccc2n1	-2%	3%	-0.6%	-11%	5%	4.0%	-4%	6%	1.2%
CC(=O)Nc1ccc(S(=O)(=O)Nc2ccc3c(c2)OCCO3)cc1	-25%	-2%	-0.1%	3%	-10%	-0.9%	-15%	-4%	0.1%
COc1ccc(C2CC(c3cccs3)=NN2C(=O)c2ccccc2)cc1OC (configuration not stated)	-3%	14%	-0.1%	-5%	11%	-3.0%	9%	9%	1.4%
O=C(NC1CCCCC1)c1cccnc1C(=O)O	19%	-7%	-0.1%	10%	-5%	3.6%	10%	2%	-1.2%
CCOC(=O)Cn1c(=O)c2c(nc(Br)n2Cc2ccccc2)n(C)c1=O	-10%	-27%	-0.3%	-3%	-8%	-2.6%	-8%	-1%	-2.0%
COc1cc(C(=O)Nc2ccc(NC(=O)c3ccco3)nc2)cc(OC)c1OC	2%	10%	0.2%	4%	-1%	-1.2%	2%	6%	-1.2%
NC(=O)CSc1nnc(-c2ccccc2)c(-c2ccccc2)n1	-14%	23%	-0.1%	3%	10%	-2.7%	-2%	6%	-1.1%
CNC(=O)CSc1nnc(-c2ccco2)n1-c1cccc(OC)c1	-14%	-42%[20 µM]	-0.1%	4%	-3%	0.0%	-6%	2%	1.2%
CN(C)CCNC(=O)Cn1nc(C(F)F)cc1C1CC1	-13%	16%	-0.1%	0%	0%	0.5%	-7%	0%	3.7%
CCOC(=O)c1c(C)[nH]c(C)c1C(=O)CSc1nnc(-c2cc(OC)c(OC)c(OC)c2)o1	-48%	-28%	-0.2%	7%	-7%	-1.2%	2%	7%	0.0%
CCOc1ccc(Cl)cc1S(=O)(=O)N1CCN(c2ccc(C)c(C)c2)CC1	7%	-18%	-0.2%	3%	1%	-0.8%	-10%	7%	-3.9%
OCCCNC(=S)Nc1ccc(Oc2ccccc2)cc1	-36%	-20%	0.3%	6%	-37%	-0.7%	-13%	10%	-3.4%
Cc1ccsc1-c1nc(C(N)=O)c2[nH]c(=O)n(-c3ccc(Cl)cc3)c2n1	-49%	-10%	1.7%	2%	7%	-0.2%	-1%	18%	2.0%

Reformatted in markdown: part of the list above.
| SMILES | NOD1 NF-kB reporter | KOR beta-arrestin-1 | GPR55 beta-arrestin | GPR55 antagonists | AID2073 | KOR beta-arrestin-2 | GPR35 antagonists | Siah-1 displacement | HIV fusion peptide |
| --- | --- | --- | --- | --- | --- | --- | --- | --- | --- |
| O=C(NC1CCCCC1)c1cccnc1C(=O)O | 19% | -7% | -0.1% | 10% | -5% | 3.6% | 10% | 2% | -1.2% |
| CCOC(=O)Cn1c(=O)c2c(nc(Br)n2Cc2ccccc2)n(C)c1=O | -10% | -27% | -0.3% | -3% | -8% | -2.6% | -8% | -1% | -2.0% |
| COc1cc(C(=O)Nc2ccc(NC(=O)c3ccco3)nc2)cc(OC)c1OC | 2% | 10% | 0.2% | 4% | -1% | -1.2% | 2% | 6% | -1.2% |
| NC(=O)CSc1nnc(-c2ccccc2)c(-c2ccccc2)n1 | -14% | 23% | -0.1% | 3% | 10% | -2.7% | -2% | 6% | -1.1% |
| CNC(=O)CSc1nnc(-c2ccco2)n1-c1cccc(OC)c1 | -14% | -42%[20 µM] | -0.1% | 4% | -3% | 0.0% | -6% | 2% | 1.2% |
| CN(C)CCNC(=O)Cn1nc(C(F)F)cc1C1CC1 | -13% | 16% | -0.1% | 0% | 0% | 0.5% | -7% | 0% | 3.7% |
| CCOC(=O)c1c(C)[nH]c(C)c1C(=O)CSc1nnc(-c2cc(OC)c(OC)c(OC)c2)o1 | -48% | -28% | -0.2% | 7% | -7% | -1.2% | 2% | 7% | 0.0% |
| CCOc1ccc(Cl)cc1S(=O)(=O)N1CCN(c2ccc(C)c(C)c2)CC1 | 7% | -18% | -0.2% | 3% | 1% | -0.8% | -10% | 7% | -3.9% |
| OCCCNC(=S)Nc1ccc(Oc2ccccc2)cc1 | -36% | -20% | 0.3% | 6% | -37% | -0.7% | -13% | 10% | -3.4% |
| Cc1ccsc1-c1nc(C(N)=O)c2[nH]c(=O)n(-c3ccc(Cl)cc3)c2n1 | -49% | -10% | 1.7% | 2% | 7% | -0.2% | -1% | 18% | 2.0% |

(list continues)
SMILES	NOD1 NF-kB reporter	KOR beta-arrestin-1	GPR55 beta-arrestin	GPR55 antagonists	AID2073	KOR beta-arrestin-2	GPR35 antagonists	Siah-1 displacement	HIV fusion peptide
Cc1nc(CCNC(=O)Cc2ccccc2)cs1	-14%	23%	-0.1%	11%	8%	0.0%	33%	3%	-1.1%
[O-][n+]1onc2c1CCC(=N/O)/C2=N\Nc1ccccc1	-6%	2%	-0.1%	6%	-8%	-4.4%	0%	0%	18%
Cc1cc(C)nc(SCc2ccc(C(=O)N/N=C/c3ccccc3C(=O)O)cc2)n1	-36%	-5%	0.0%	16%	-2%	-8.0%	7%	6%	1.5%
COc1ccc(-c2csc(N3C(=N)SCC3=O)n2)cc1	-29%	13µM*	-0.1%	6%	?	-1.9%	12%	9%	-0.7%
CCOC(=O)c1cnc(SC2CC(=O)N(c3ccc(C)cc3)C2=O)nc1N (configuration not stated)	4%	-8%	-0.2%	4%	-17%	2.1%	-7%	7%	-2.9%
COc1ccc(OC)c(N(C)S(=O)(=O)c2ccc3c(c2)N(C(C)=O)CCO3)c1	-10%	4%	-0.1%	83%	2%	-0.1%	10%	2%	-1.6%
Cc1ccc(OCC(=O)Nc2cccc(C)n2)c(C)c1	-54%	9%	0.0%	-10%	7%	-2.3%	0%	3%	-2.3%

This is a subset; the hit share may differ from the screen's.
